Source: PubChem
SRC1 TRFRET art = TR-FRET detection interference compounds, primary screen, artefact control for PPARgamma SRC-1 recruitment agonists, biochemical, TR-FRET emission ratio; AID 1051, 2008; TR-FRET detection artefact counter-screen; stronger effect = higher value; 0.34% of 99,000 active; TR-FRET ratio at 8 µM; in the data active = TR-FRET ratio above about 2300; also: inactives centre near 1800
SRC3 TRFRET art = TR-FRET detection interference compounds, artefact control for PPARgamma SRC-3 recruitment agonists, biochemical, TR-FRET ratio. TR-FRET artefact counter-screen, PPARgamma/SRC-3 format; stronger effect = higher value. TR-FRET ratio at 8 µM. 0.39% of 99,000 active. AID 1048, 2008; in the data active = TR-FRET ratio above about 2000; also: inactives centre near 1600
* hit, by the source's call. A portion of the library, so the mix of outcomes need not match the whole.

canonical_smiles | SRC1 TRFRET art | SRC3 TRFRET art
CC(=O)Nc1cccc(NC(=O)Nc2ccc(C)c(Cl)c2)c1 | 1746 | 1663
COc1cc(OC)c(C2CC(=O)N3CN(c4ccccc4C)CSC3=C2C#N)cc1OC (centres undefined) | 2010 | 1607
N#Cc1ccsc1NC(=O)CN1CCN(S(=O)(=O)c2ccccc2C(F)(F)F)CC1 | 1912 | 1639
NC(=O)c1c(NC(=O)C2c3ccccc3Oc3ccccc32)sc2c1CCCCC2 | 1831 | 1599
Cc1cccc(/C=N/NC(=O)CN2CCCCCCC2)c1 | 1742 | 1444
CNS(=O)(=O)c1cccc(C(=O)OCC(=O)Nc2ccc(OC)cc2[N+](=O)[O-])c1 | 1717 | 1610
COc1cc2c(cc1NC(=O)COC(=O)[C@@H](NC(=O)c1ccccc1F)C(C)C)oc1ccccc12 | 1905 | 1518
COc1cc(/C=N/n2c(C)n[nH]c2=S)ccc1OCc1ccccc1 | 1829 | 1601
COc1ccc(C2CC2/C(C)=N/OC(=O)c2ccc(F)cc2)cc1 (centres undefined) | 1878 | 1802
Cc1cccc2cc(CN(CCN(C)C)C(=S)NCc3ccco3)c(=O)[nH]c12 | 1726 | 1520
N#CCCn1cc(C(=O)Nc2ccccc2Br)c(-c2cc3ccccc3o2)n1 | 1611 | 1544
COc1ccc(NC(=O)C2=NN(C3CCS(=O)(=O)C3)C(=O)CC2)cn1 (centres undefined) | 1941 | 1562
CC(C)CNC(=O)C1CCN(c2ccc(S(=O)(=O)N3CCOCC3)cc2Cl)CC1 | 1622 | 1718
COc1ccccc1CN1CCCCC1C(=O)O (centres undefined) | 1650 | 1555
CSc1ccccc1C(=O)NCc1ccc(C)cc1 | 1639 | 1554
Oc1ccc(N=C/C=C/c2ccc(Br)cc2)cc1-c1nc2ccccc2s1 | 1771 | 1840
COc1cc(/C=N/NC(=O)c2ccc([N+](=O)[O-])cc2Cl)cc(Br)c1O | 1968 | 1707
Cn1c(Cn2c(=O)sc3ccccc32)nnc1SCC(=O)NC1CCCC1 | 1795 | 1747
Cc1cc(C)c(NC(=S)NC(=O)c2ccc(-c3ccccc3)cc2)c(C)c1 | 1735 | 1827
CCn1cc(CNC(=S)Nc2cccc(Cl)c2C)cn1 | 1690 | 1646
CCc1ccc(C2CC(c3ccc(F)cc3)Nc3nc(N)nn32)cc1 (centres undefined) | 1740 | 1533
O=C(NCc1ccc(F)cc1)C1CCN(c2cnccn2)CC1 | 1801 | 1590
CCOC(=O)C1CCN(S(=O)(=O)c2cc(Br)cc3c2N(C(=O)C2CC2)CC3)CC1 | 1705 | 1518
Cc1ccc(NCc2nnc(SCC(=O)Nc3ncc(C)s3)n2Cc2ccco2)c(C)c1 | 1907 | 1529
CCOC(=O)N1CCN(C(=O)CSc2ccc(-c3ccncc3)nn2)CC1 | 1588 | 1541

Next section; it opens with the 4 that closed the last part.
canonical_smiles | SRC1 TRFRET art | SRC3 TRFRET art
O=C(NCc1ccc(F)cc1)C1CCN(c2cnccn2)CC1 | 1801 | 1590
CCOC(=O)C1CCN(S(=O)(=O)c2cc(Br)cc3c2N(C(=O)C2CC2)CC3)CC1 | 1705 | 1518
Cc1ccc(NCc2nnc(SCC(=O)Nc3ncc(C)s3)n2Cc2ccco2)c(C)c1 | 1907 | 1529
CCOC(=O)N1CCN(C(=O)CSc2ccc(-c3ccncc3)nn2)CC1 | 1588 | 1541
CC1(C)CC(=O)C(C=NCCN2CCN(C(=S)NC3CCCCC3)CC2)=C(O)C1 | 1578 | 1484
CCOC(=O)C(NC(=O)c1ccccc1F)(Nc1cc(C)on1)C(F)(F)F (centres undefined) | 1699 | 1525
COc1ccc(C(=O)C[n+]2ccc(N)c(C)c2C)cc1 | 1781 | 1432
C=CCSc1nnc(COc2ccc(=O)n(-c3ccccc3)n2)n1CC | 1916 | 1603
Cc1nnc(SCC2=C(C(=O)O)N3C(=O)C(NC(=O)C(C)n4nc(C(F)(F)F)cc4C)C3SC2)s1 (centres undefined) | 1625 | 1522
COc1ccc(N(CC(=O)N2CCN(c3ccc(Cl)cc3)CC2)S(=O)(=O)c2c(C)n[nH]c2C)cc1 | 1786 | 1771
Cc1ccccc1-c1nc(-c2ccccn2)no1 | 1679 | 1402
COc1ccccc1NC(=O)COc1cccc(-n2cnnn2)c1 | 1800 | 1383
COc1c(Cl)cc(Cl)cc1C(=O)Nc1ccc(NC(C)=O)cc1 | 1833 | 1490
CCOc1cc(CN2CCCC(C(=O)c3cccc(C(F)(F)F)c3)C2)ccc1O (centres undefined) | 1715 | 1234
CN(C)c1ccc(CNCCC2(O)CCOC(C)(C)C2)cc1 (centres undefined) | 2049 | 1620
O=C(Nc1cccnc1)c1noc2c1CCCC2 | 1642 | 1688
Cc1ccc(NC(=O)CCNS(=O)(=O)c2cc(Br)cnc2N)cc1Cl | 2156 | 1631
Cc1ccccc1OCC(O)Cn1c(N2CCN(c3ccccc3)CC2)nc2c1c(=O)[nH]c(=O)n2C (centres undefined) | 2119 | 1658
CC1CCc2[nH]c3ccc(C(=O)NCCCOC(C)C)cc3c2C1 (centres undefined) | 1963 | 1612
CC(=O)Nc1ccc(S(=O)(=O)N2CCCCC2C(=O)O)cc1 (centres undefined) | 1867 | 1493
Cc1nn(-c2ccccn2)c2c1C(=O)C(Br)CC2 (centres undefined) | 1686 | 1433
CCOC(=O)c1c(NC(=O)CC2Sc3ccc(C(F)(F)F)cc3NC2=O)sc(C)c1C (centres undefined) | 1819 | 1524
O=C(O)c1cnn2cc(-c3[nH]ncc3[N+](=O)[O-])cnc12 | 1732 | 1489
Fc1ccc(C2c3cccn3CCN2C(=S)Nc2cccc(F)c2)cc1 (centres undefined) | 1903 | 1728
O=C(c1cc2ccccc2c(=O)o1)N1CCCC1 | 1848 | 1775
Cc1cc(C)nc(-n2nc(C)c3c(C(F)F)cc(C)nc32)n1 | 1817 | 1322
CCOc1ccc(NC(=O)CN2CCC(n3cnc4cc(F)ccc43)CC2)cc1 | 1749 | 1610
Cc1ccc(S(=O)(=O)N2CCN=C2SCc2ccc(Cl)c(Cl)c2)cc1 | 1556 | 1348
Cc1cc(N2CCN(C)CC2)nc2ccc(NC(=O)c3ccccc3F)cc12 | 2105 | 1514
COc1cc(/C=N/N2C(=O)C3C4c5ccccc5C(c5ccccc54)C3C2=O)ccc1O (centres undefined) | 2168 | 1465
COc1ccc(NC(=O)C(NC(=O)Cc2cccs2)c2ccc(C)cc2)cc1 (centres undefined) | 1832 | 1707
CCOC(=O)C1CCCN(c2c(Nc3ccc(C)c(C)c3)c(=O)c2=O)C1 (centres undefined) | 1994 | 1914
O=c1[nH]cn[nH]1 | 1696 | 1612
COc1cc(S(=O)(=O)Nc2ccc(C)cc2)ccc1N=Cc1c(C)[nH]n(-c2ccc(C)cc2)c1=O | 1832 | 1567
Cc1cccc(N2CCN(C(=O)/C=C/c3ccco3)CC2)c1C | 1852 | 1442
O=C(NCc1ccc2[nH]c3c(c2c1)CCCC3)c1ccc(S(=O)(=O)N2CCCC2)cc1 | 1881 | 1870
COc1ccc(/C=C/C(=O)Nc2ccc3c(c2)OCCO3)cc1OC | 1848 | 1682
CCO[C@@H]1OC(C(=O)Nc2ccccc2)=C[C@H](c2csc3ccccc23)[C@H]1CCCO | 1774 | 1582
S=c1nc(-c2cc(Cl)ccc2Cl)[nH][nH]1 | 2654* | 2092*
Cc1cc(C)n(CCN(C)Cc2nc(Cc3ccccc3F)no2)n1 | 1515 | 1388
CC1CC(C)CN(S(=O)(=O)N2CCC(C(=O)NCc3ccco3)CC2)C1 (centres undefined) | 1759 | 1462
COc1ccc(/C(=N\O)c2nccc3cc(OC)c(OC)cc23)cc1OC | 1498 | 1435
COc1cc2[nH]c(=S)n(C3CCN(Cc4ccccc4)CC3)c(=O)c2cc1OC | 1766 | 1523
COc1ccc(-n2cc(-c3ccc(C)cc3)[n+]3c2SCC3)cc1 | 1913 | 1420
NS(=O)(=O)c1ccc(NC(=S)NCCc2ccccc2)cc1 | 1924 | 1600
COc1ccc(OCCCC(=O)Nc2nc(-c3ccccn3)cs2)cc1 | 1906 | 1598
Cc1nc(-c2ccc(Cl)cc2)sc1C(=O)CBr | 1942 | 1661
COc1ccc(-c2ccc(S(=O)(=O)n3nc(OC(=O)c4cccs4)cc3N)cc2)cc1 | 1814 | 1722
Cc1ccc(S(=O)(=O)N(C)c2ccc(OC(=O)c3ccc(=O)[nH]c3)cc2)cc1 | 1962 | 1468
Cc1ccc(-n2nc(C)c3c(C(=O)OCC(=O)N(C)C4CCS(=O)(=O)C4)cc(-c4ccccc4)nc32)cc1 (centres undefined) | 1769 | 1345
CC1(C)Cc2c(sc(N)c2C#N)C(C)(C)N1 | 1699 | 1561
O=C(O)c1cc([N+](=O)[O-])c(N2CCCC2)c([N+](=O)[O-])c1 | 1616 | 1525
Cc1cc(-c2nnc(CCC(=O)N(C)Cc3cccc4ccccc34)o2)no1 | 1699 | 1637
O=C(CNC(=O)c1ccccc1F)N/N=C/c1cc(Br)ccc1OC(=O)/C=C/c1ccco1 | 2049 | 1633

The results go on:
canonical_smiles | SRC1 TRFRET art | SRC3 TRFRET art
Cc1nn(C)c(C)c1CNC(=O)Nc1ccc2c(c1)OCO2 | 1761 | 1440
CC(=O)Nc1ccc2nc(C3CC3)n(Cc3ccc(Cl)cc3)c(=O)c2c1 | 2144 | 1528
O=C(N/N=C/c1cccs1)C(=O)N1CCCC1 | 2061 | 1404
O=C(CCNC(=O)c1ccc(Cl)cc1)Nc1c(F)c(F)cc(F)c1F | 1994 | 1506
O=C(CSc1ccncc1)Nc1ccc(S(=O)(=O)Nc2nccs2)cc1 | 1862 | 1495
C1CNC(C23CC4CC(CC(C4)C2)C3)=N1 | 1827 | 1533
COc1ccccc1Nc1nc(-c2ccc3c(c2)NC(=O)CO3)cs1 | 1991 | 1550
CC(C)(C)[C@@H]1C=C(C(=O)NC2CC2)O[C@H](OCc2ccc(CO)cc2)C1 | 1849 | 1502
O=c1c2ccccc2c(/C=N/NS(=O)(=O)c2ccccc2)c(O)n1-c1ccccn1 | 1945 | 1564
Cc1ccnc(NS(=O)(=O)c2ccc(NC(=O)c3ccc(S(=O)(=O)N4CC(C)OC(C)C4)cc3)cc2)n1 (centres undefined) | 1713 | 1449
O=C(COC(=O)[C@H](Cc1ccccc1)NC(=O)c1cccs1)Nc1ccccc1C(F)(F)F | 1984 | 1525
COP(=O)(OC)c1nc(-c2ccccc2)oc1N1CCOCC1 | 1864 | 1634
CC1=C(C(=O)OCC2CCCO2)C(c2ccsc2)C2=C(CCCC2=O)N1 (centres undefined) | 1582 | 1548
CCc1nc(Cl)c(C#N)c2c1CCCC2 | 1917 | 1582
O=C(O)c1ccc(Cl)c(S(=O)(=O)Nc2ccc3cn[nH]c3c2)c1 | 1835 | 1500
CN(C)S(=O)(=O)c1cccc(-c2nn(-c3ccccc3)cc2/C=C2\SC(=S)NC2=O)c1 | 1745 | 1522
Nc1cc(N)nc(SCCOc2ccccc2F)n1 | 1810 | 1716
CC1CN(c2ccc(Cl)cc2[N+](=O)[O-])CCN1S(C)(=O)=O (centres undefined) | 1886 | 1311
Cc1cc(C)cc(NC(=O)Cc2ccc(-n3cccc3)cc2)c1 | 1637 | 1577
Cc1oc(-c2cccs2)nc1CN1CCC(CO)(CCOc2ccccc2)CC1 | 1838 | 1720
O=C(O)c1ccccc1N1C(=O)C2C3c4ccccc4C(Br)(c4ccccc43)C2C1=O (centres undefined) | 1750 | 1438
Cc1nn(-c2ccccc2)c(C)c1S(=O)(=O)O | 1479 | 1663
COc1ccc(N(CC(=O)NCc2ccco2)S(=O)(=O)c2ccc(OC)c(OC)c2)cc1 | 1526 | 1587
O=C(Cn1cccc1C(=O)c1ccccc1)NCc1cccc(Cl)c1 | 1783 | 1412
COc1ccc(NC(C)=O)cc1C | 1758 | 1450

Shown field by field: 4 of the compounds above.
> COc1ccccc1CN1CCCCC1C(=O)O (centres undefined)
  SRC1 TRFRET art: 1650
  SRC3 TRFRET art: 1555
> CSc1ccccc1C(=O)NCc1ccc(C)cc1
  SRC1 TRFRET art: 1639
  SRC3 TRFRET art: 1554
> Oc1ccc(N=C/C=C/c2ccc(Br)cc2)cc1-c1nc2ccccc2s1
  SRC1 TRFRET art: 1771
  SRC3 TRFRET art: 1840
> COc1cc(/C=N/NC(=O)c2ccc([N+](=O)[O-])cc2Cl)cc(Br)c1O
  SRC1 TRFRET art: 1968
  SRC3 TRFRET art: 1707

More structures follow:
canonical_smiles | SRC1 TRFRET art | SRC3 TRFRET art
CCC(CC)N=C1NS(=O)(=O)c2cc([N+](=O)[O-])ccc21 | 1407 | 1617
CCOc1ccc(C(NC(=O)/C=C/c2ccco2)c2ccc(OC)c(OC)c2)cc1 (centres undefined) | 1470 | 1425
C=CCn1c(O)c(N=NC(=S)Nc2ccc(OC)c(Cl)c2)c2ccccc21 | 1599 | 1666
CCOC(=O)CSc1nc(C2CC2)cc(-c2ccc(Cl)cc2)c1C#N | 1670 | 1514
COc1ccc(C)cc1S(=O)(=O)Nc1cccnc1 | 1680 | 1357
COC(OC)c1ccnc(-c2ccc(OC(=O)c3ccccc3)cc2)n1 | 1999 | 1600
Cc1cc(N/C(=N/S(=O)(=O)c2ccc(F)cc2)c2ccccc2)n(-c2ccccc2)n1 | 1843 | 1606
CNC(=S)NN(C)c1nc(C)cc(C)n1 | 1886 | 1597
CCc1ccc(S(=O)(=O)/N=C2/C=C(Sc3ncn[nH]3)C(=O)c3ccccc32)cc1 | 1898 | 1576
COc1cc(OC)c(OC)cc1/C=C1\CCC(C2CCCC2)C1=O (centres undefined) | 1801 | 1456
Cc1ccc(NC(=O)COC(=O)C2CC(=O)N(Cc3ccccc3)C2)cc1F (centres undefined) | 1632 | 1601
O=C(NCCN1CCCC1)c1ccc2c(c1)N(Cc1ccc(F)cc1)C(=O)c1ccccc1S2=O (centres undefined) | 1721 | 1525
Cc1ccc(C(=O)NC(=S)NCc2cccnc2)cc1C | 1481 | 1600
Nc1nc(NC(=O)c2ccc(Cl)cc2)nn1-c1ccccc1 | 1804 | 1547
Cn1cc(C(=O)N/N=C/c2c(O)ccc3ccccc23)ccc1=O | 1810 | 1652
O=C(COC(=O)CCc1nc2ccccc2c(=O)[nH]1)NC1CCS(=O)(=O)C1 (centres undefined) | 1648 | 1544
